High-throughput results: PubChem, National Center for Advancing Translational Sciences (NCATS)
AmpC detergent – inhibitors of E. coli AmpC beta-lactamase with detergent; AmpC hydrolysis of nitrocefin, absorbance 480 nm, 0.01% Triton; Potency, µM (doses to about 114 µM), for the others: at the highest dose activity change, negative = inhibition, usual class: inhibitors; actives 0.041% (n = 370,000);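 also: potency is read from the fitted curve at half-maximal effect; 0% = no-compound wells and -100% = no-enzyme wells; nearly all actives have a fitted effect of over 25% in size; some results filed as inactive show a strong effect at the top dose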
Target sequence (P00811 whole entry, looked up): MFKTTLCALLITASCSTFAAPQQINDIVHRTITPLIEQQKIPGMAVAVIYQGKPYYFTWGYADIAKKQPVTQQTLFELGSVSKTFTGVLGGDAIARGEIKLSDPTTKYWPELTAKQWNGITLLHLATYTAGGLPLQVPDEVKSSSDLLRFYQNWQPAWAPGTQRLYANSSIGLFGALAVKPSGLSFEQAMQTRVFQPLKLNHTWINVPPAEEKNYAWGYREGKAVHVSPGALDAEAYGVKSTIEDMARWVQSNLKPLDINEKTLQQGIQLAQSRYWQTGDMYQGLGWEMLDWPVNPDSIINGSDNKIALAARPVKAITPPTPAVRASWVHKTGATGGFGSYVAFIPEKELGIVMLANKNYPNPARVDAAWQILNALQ
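AmpC (5.3 nM in the dispensed reagent) in 20 mM phosphate pH 7.0 with 0.01% (detergent screen) or 0.0001% Triton X-100 was preincubated with compounds for 15 min at room temperature. Nitrocefin was then added from an 800 uM solution, and hydrolysis was followed at 480 nm.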
TbPYK inhibitor – T. brucei pyruvate kinase inhibition; Q57TT1; TbPYK enzyme, Kinase-Glo Plus ATP luminescence, 45 min; Potency, µM (titrated, usually from 76.8 µM), without a hit: top-dose activity, negative = inhibition, most hits filed as inhibitors; actives 0.12% (n = 410,000); AID 624173; also: potency is read from the fitted curve at half-maximal effect; nearly all actives have a fitted effect of over 50% in size
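Luminescent Kinase-Glo Plus end-point after 45 min room-temperature reaction of T. brucei pyruvate kinase started with 130 uM ADP (final). Buffer TEA 50 mM pH 7.2 with KCl, MgCl2, BSA, Tween-20; titration-based qHTS with fitted concentration-effect curves.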
AMA1 RON2 block – AMA1-RON2 (P. falciparum) interaction inhibition | AlphaScreen AMA1-biotinylated RON2 peptide binding | Potency, µM (titrated, usually from 58.2 µM), without a hit: at the highest dose activity change, negative = inhibition, actives largely listed as inhibitors | actives 0.2% (n = 360,000) | AID 720542;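 also: potency is read from the fitted curve at half-maximal effect; 0% = vehicle wells and -100% = peptide control; nearly all actives have a fitted effect of over 45% in size; some results filed as inactive show a strong effect at the top dose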
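AMA1 (3D7) with his tag at 25 nM final met compounds first, then biotinylated RON2 peptide at 25 nM; detection used donor plus acceptor beads, 10 µg/mL apiece, read by AlphaScreen after 30 min at room temperature.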
AmpC inh no detg – blocks E. coli AmpC beta-lactamase in detergent-free assay | P00811 | AmpC nitrocefin hydrolysis, absorbance 480 nm, 0.0001% Triton | Potency, µM (top dose mostly 57.1 µM), without a hit: top-dose activity change, negative = inhibition, actives largely listed as inhibitors | actives 0.52% (n = 330,000) | AID 485341;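 also: potency is read from the fitted curve at half-maximal effect; plate controls were no compound for no effect and no enzyme for full effect; nearly all actives have a fitted effect of over 20% in size; some results filed as inactive show a strong effect at the top dose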
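AmpC (5.3 nM in the dispensed reagent) in 20 mM phosphate pH 7.0 with 0.01% (detergent screen) or 0.0001% Triton X-100 was preincubated with compounds for 15 min at room temperature. Nitrocefin was then added from an 800 uM solution, and hydrolysis was followed at 480 nm.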
Sm TGR inh – S. mansoni TGR enzyme inhibition. actives 3% (n = 360,000). purified TGR, DTNB reduction, TNB absorbance 405 nm. Potency, µM (highest dose often 114 µM), without a hit: at the highest dose activity change, negative = inhibition, actives largely listed as inhibitors; also: potency is read from the fitted curve at half-maximal effect; nearly all actives have a fitted effect of over 60% in size
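First, TGR (20 nM dispensed) and NADPH were mixed with compound. Second, a 15 min room-temperature incubation followed. Third, further NADPH and then DTNB were added to start the reaction. Finally, TNB absorbance was monitored kinetically.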
LmPK inhibitor – LmPK (Leishmania mexicana) enzyme inhibition; purified LmPK, Kinase-Glo ATP luminescence, 1 h; Potency, µM (series often up to 57.5 µM), without a hit: at the top dose activity change, negative = inhibition, actives largely listed as inhibitors; actives 0.37% (n = 290,000); also: potency is read from the fitted curve at half-maximal effect
Target sequence (Q27686 whole entry, looked up): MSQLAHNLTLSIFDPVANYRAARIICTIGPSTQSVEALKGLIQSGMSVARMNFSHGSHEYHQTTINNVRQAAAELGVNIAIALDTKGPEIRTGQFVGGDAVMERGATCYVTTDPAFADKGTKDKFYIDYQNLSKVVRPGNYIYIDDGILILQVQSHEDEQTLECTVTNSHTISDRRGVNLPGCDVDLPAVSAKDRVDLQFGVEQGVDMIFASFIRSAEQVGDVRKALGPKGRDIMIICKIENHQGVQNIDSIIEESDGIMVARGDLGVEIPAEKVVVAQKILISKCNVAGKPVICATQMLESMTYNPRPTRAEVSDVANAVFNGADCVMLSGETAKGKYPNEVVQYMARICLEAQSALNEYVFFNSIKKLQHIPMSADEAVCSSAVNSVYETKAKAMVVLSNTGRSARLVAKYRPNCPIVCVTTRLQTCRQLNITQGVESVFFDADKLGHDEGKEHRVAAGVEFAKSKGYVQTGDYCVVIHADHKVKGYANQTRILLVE
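ATP generated from ADP (0.1 mM) and PEP (0.5 mM) by 0.1 nM LmPK over 1 h at room temperature (pH 7.2 imidazole buffer) was detected by coupled luciferase luminescence. Values were normalized to uninhibited and no-enzyme wells.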
HCMV antiviral – human cytomegalovirus inhibition. HFF cells, HCMV-luciferase reporter, 72 h; active compounds read low. actives 4.5% (n = 410,000). activity change, negative = inhibition, % at 57.5 µM; in the data active = activity change below about -60%; inconclusive = no clear call, values can overlap the other calls; inactive = above about -39%
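Two-dose cell screen: HFF monolayers treated with compounds and infected with luciferase-expressing HCMV at 1 PFU/cell, 72 h at 37C, then lysed for luciferase measurement.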
An asterisk follows results filed as active; ? = inconclusive; / = not tested or not shown; [ ] = remark or other dose. Unless noted, calls follow the shape of the dose curve; as a rule, active = well fitted curve in the direction sought with a large enough effect; inconclusive = small, poorly fitted or top-dose-only effect, or another doubt; inactive = no such curve, though single readings can be large; an effect the other way counts as inactive or inconclusive. Unless noted, % is scaled to controls: 0 for no effect and ±100 for the full control effect.

SMILES	AmpC detergent	TbPYK inhibitor	AMA1 RON2 block	AmpC inh no detg	Sm TGR inh	LmPK inhibitor	HCMV antiviral
CCC(=O)OCc1cc(=O)n2nc(C3CC3)sc2n1	24%	-4%	/	/	5%	/	7
C(=C\n1nnc2ccccc21)/c1ccccn1	?	-11%	-5%	-16%	-7%	/	124
CCCN1CCN(S(=O)(=O)c2ccc(-c3cc(C)no3)s2)CC1	-10%	-6%	-1%	3%	-10%	3%	0
CN(C)C(=O)c1ccc2c(c1[N+](=O)[O-])C(=O)c1ccccc1C2=O	-10%	-4%	-1%	-13%	-8%	4%	60
COc1cc(C(=O)N2CCC(c3ccncc3)CC2)cc(OC)c1OC	5%	-3%	/	/	11%	/	18
COc1ccc(OCc2cc(C(=O)NCC3CCCCO3)no2)c(Cl)c1 (stereo not drawn)	-10%	3%	0%	35%	-8%	-2%	50
C[C@@H]1CN([C@@H](C)CO)C(=O)c2cc(C#Cc3cccc(F)c3)cnc2O[C@H]1CN(C)C(=O)C1CCCCC1	/	1%	-4%	/	/	/	7
COc1ccc(NC(=S)N(CCN2CCOCC2)Cc2cc3cc4c(cc3[nH]c2=O)OCO4)cc1	-10%	/	/	-41%	?	2%	-4
O=C(Nc1ccc2nc(SCC(=O)N3CCCC3)sc2c1)c1ccc(F)cc1	4%	-3%	/	/	4%	/	25
O=C(Nc1nccs1)c1ccccc1N=Cc1ccccc1	-1%	-15%	19%	-37%	12%	5%	-9
CN(C(=O)c1ccc(NC(=O)Cc2cccc(NC(=O)C3CCN(C(=O)C4CCCCC4)CC3)c2)cc1)C1CC1	/	-4%	-11%	/	/	/	65
COc1cccc(CC2CC(=O)N(CCc3ccc4c(c3)OCO4)C2=O)c1 (stereo not drawn)	-14%	-1%	1%	-4%	14%	6%	-7
COc1ccc2c(c1)C(=NO)c1cc(OC)ccc1-2	-15%	5%	-11%	-27%	-1%	2%	?
Cc1cc(/C=N/O)c(C)n1-c1ccccc1	-9%	-2%	8%	-23%	-3%	2%	-33
OCC1(Cc2ccc(F)cc2)CCCN(Cc2ccc(F)cc2Cl)C1 (stereo not drawn)	3%	0%	-8%	4%	-5%	-3%	-21
O=C(CCC(=O)NC1CCCCCC1)Nc1nnc(C(F)(F)F)s1	2%	-3%	-2%	2%	-6%	1%	-13
O=C(Nc1ccn(-c2ccccc2)n1)c1ccccc1Br	-9%	2%	-4%	-19%	8%	-4%	-13
O=C(CNC(=O)c1cccs1)Nc1ccncc1	?	1%	-23%	?	5%	/	-1
C/C(=N/Oc1nc(C)cc(C)n1)c1ccccc1	6%	-3%	12%	-10%	3%	-13%	-10
CCOc1ccc(Br)cc1S(=O)(=O)Nc1ccc(N2CCOCC2)cc1	-1%	-13%	-13%	35%	-5%	5%	16

Full records from above.
Profile of `C/C(=N/Oc1nc(C)cc(C)n1)c1ccccc1` = AmpC detergent: 6%; TbPYK inhibitor: -3%; AMA1 RON2 block: 12%; AmpC inh no detg: -10%; Sm TGR inh: 3%; LmPK inhibitor: -13%; HCMV antiviral: -10
Profile of `COc1ccc2c(c1)C(=NO)c1cc(OC)ccc1-2` = AmpC detergent: -15%; TbPYK inhibitor: 5%; AMA1 RON2 block: -11%; AmpC inh no detg: -27%; Sm TGR inh: -1%; LmPK inhibitor: 2%; HCMV antiviral: ?

(more compounds)
SMILES	AmpC detergent	TbPYK inhibitor	AMA1 RON2 block	AmpC inh no detg	Sm TGR inh	LmPK inhibitor	HCMV antiviral
Cc1nc2sc(C(c3ccco3)N3CCN(c4ccccc4)CC3)c(O)n2n1 (stereo not drawn)	-5%	-5%	4%	62%[activator]	?	5%	-100*
O=C(NCCc1ccc(Cl)cc1)c1ccc2c(c1)N(Cc1ccccc1)CCS2	2%	1%	/	/	-2%	/	16
Cc1ccccc1NC(=O)NCCCCc1ccccc1	0%	-2%	-2%	-28%	13%	0%	25
Cc1c(OC(C)C(=O)NCc2ccccn2)ccc2c3c(c(=O)oc12)CCC3 (stereo not drawn)	0%	-2%	31%[activator]	76%[activator]	-1%	1%	-17
OC(c1ccccc1)C(O)c1ccccc1 (stereo not drawn)	/	1%	-3%	/	/	/	26
C=C(C)Cn1c(CCNC(=O)C(C)(C)C)nc2ccccc21	2%	-4%	2%	12%	-13%	0%	13
O=C(CN(CC1CCCO1)C(=O)CNS(=O)(=O)c1ccc(F)cc1)NCCc1ccccc1 (stereo not drawn)	1%	-3%	17%	56%	4%	2%	5
CC(C)C[C@H]1CN(CCCC[C@H]2CNC(=O)C(=O)N2CCc2ccc(O)cc2)C(=O)C(=O)N1CCc1ccccc1	/	2%	-3%	/	/	/	-36
O=C(Nc1nc(-c2ccc3c(c2)OCCO3)cs1)C1CCCC1	9%	-11%	-3%	-32%	8%	13%	-16
CC(=O)c1sc(NC(=O)COc2ccc([N+](=O)[O-])cc2)nc1C	-3%	-4%	-4%	-21%	-6%	-3%	-24
Cc1nn(C)cc1-c1n[nH]c(=S)n1-c1ccc(Cl)cc1	-4%	?	45%[activator]	-11%	2%	7.9µM*	14
CC1Cc2ccccc2N1C(=S)Nc1ccc(S(N)(=O)=O)cc1 (stereo not drawn)	-3%	-9%	39%[activator]	-8%	-34%	1%	-37
Cc1ccc2[nH]c(-c3ccccc3)cc(=O)c2c1	?	-6%	-1%	138%[activator]	1%	-7%	/
CC(C)c1nnc(NC(=O)CCC(=O)NC2CC2)s1	?	0%	-2%	-11%	-7%	-10%	14
COc1ccc(N(C(=O)c2ccco2)C(C(=O)NC2CCCC2)c2ccc(N3CCOCC3)cc2)c(OC)c1 (stereo not drawn)	-2%	5%	17%	83%[activator]	3%	1%	2
CCOc1cccc(NC(=O)c2ccc(F)c(S(=O)(=O)N(CC)c3cccc(C)c3)c2)c1	-3%	-4%	/	/	2%	/	-33
CCOC(=O)N(C)c1c(CC)nc2c(OCc3ccc(OC(F)F)cc3)cccn12	/	0%	-9%	/	/	/	-7
CC(=O)NC(CC(=O)NCCN1C(=O)S/C(=C\c2ccccc2)C1=O)c1ccccc1 (stereo not drawn)	1%	-4%	-6%	2%	-8%	2%	0
COc1ccc(-c2noc(CSc3nnc(Cc4ccccc4)n3-c3ccc(Cl)cc3)n2)cc1	?	-2%	-13%	11%	14%	5%	-2
CC(=O)c1sc(Nc2nc(C)cc(C)n2)nc1C	-3%	2%	4%	-1%	-2%	-3%	/
Cc1ccc(S(=O)(=O)NC(C)C(=O)OCC(=O)N(C)c2ccccc2)cc1 (stereo not drawn)	3%	-2%	-3%	1%	-9%	/	-7
COc1ccc(Oc2ccccc2C#N)cc1	-9%	-4%	2%	-26%	-3%	1%	?
Cc1cc(C(=O)CSc2nnc(-c3cccc(F)c3)n2N)c(C)n1Cc1ccc2c(c1)OCO2	-5%	5%	?	-13%	-5%	7%	-84*
NCCCC(=O)N1c2ccccc2Sc2ccc(Cl)cc21	1%	3%	-5%	33%	0%	0%	23
O=C(NC(=S)NNC(=O)c1ccccc1O)c1ccc(F)cc1	-8%	-10%	-39%	-20%	4%	7%	69
O=C1N=C(N2CCOCC2)SC1=Cc1ccco1	/	4%	-5%	/	/	/	-23
CCc1ccc(-n2c(Cn3nc(C(F)(F)F)cc3C)n[nH]c2=S)cc1	3%	?	58%[activator]	-2%	3%	-2%	-21
O=C(COC(=O)c1ccc(OC(F)(F)F)cc1)NCCN1C(=O)CSC1=O	?	-2%	-4%	-13%	-3%	/	-30
COc1ccccc1CCNC(=O)CSc1nc(=O)[nH]c2c1CCC2	-10%	-4%	20%	-11%	-3%	/	-9
CCON1C(=O)CN(C(=O)OC)C1c1ccc(Cl)cc1Cl (stereo not drawn)	-7%	1%	14%	-4%	-7%	0%	43
COc1cc2c(cc1OC)CN(C(=O)C1CCN(S(=O)(=O)c3ccccc3F)CC1)CC2	-9%	-3%	3%	62%[activator]	-7%	7%	2
COC(=O)c1ccccc1NC(=O)c1ccccc1N(C)S(=O)(=O)c1ccccc1	9%	-3%	-19%	-37%	0%	2%	-20
CC1CCN(c2c(NCC3CCC(C(=O)N4CCCCC4)CC3)c(=O)c2=O)CC1 (stereo not drawn)	?	-3%	1%	9%	-3%	3%	-3
CCOC(=O)C1=CN(CC)CCC1=O	/	-21%	-4%	/	/	/	-9
CCN(CC(=O)Nc1c(F)cccc1F)C(=O)Cc1sc(C)nc1-c1ccc(F)cc1	-15%	0%	7%	0%	-1%	/	-31
Cc1ccc[n+](CC(=O)c2ccc(NC(=O)c3ccccc3)cc2)c1C	/	-2%	1%	/	/	/	-13

Entries shown so far that have four or more nitrogen atoms (12):
SMILES	AmpC detergent	TbPYK inhibitor	AMA1 RON2 block	AmpC inh no detg	Sm TGR inh	LmPK inhibitor	HCMV antiviral
C(=C\n1nnc2ccccc21)/c1ccccn1	?	-11%	-5%	-16%	-7%	/	124
COc1ccc(NC(=S)N(CCN2CCOCC2)Cc2cc3cc4c(cc3[nH]c2=O)OCO4)cc1	-10%	/	/	-41%	?	2%	-4
CN(C(=O)c1ccc(NC(=O)Cc2cccc(NC(=O)C3CCN(C(=O)C4CCCCC4)CC3)c2)cc1)C1CC1	/	-4%	-11%	/	/	/	65
O=C(CCC(=O)NC1CCCCCC1)Nc1nnc(C(F)(F)F)s1	2%	-3%	-2%	2%	-6%	1%	-13
Cc1nc2sc(C(c3ccco3)N3CCN(c4ccccc4)CC3)c(O)n2n1 (stereo not drawn)	-5%	-5%	4%	62%[activator]	?	5%	-100*
CC(C)C[C@H]1CN(CCCC[C@H]2CNC(=O)C(=O)N2CCc2ccc(O)cc2)C(=O)C(=O)N1CCc1ccccc1	/	2%	-3%	/	/	/	-36
Cc1nn(C)cc1-c1n[nH]c(=S)n1-c1ccc(Cl)cc1	-4%	?	45%[activator]	-11%	2%	7.9µM*	14
CC(C)c1nnc(NC(=O)CCC(=O)NC2CC2)s1	?	0%	-2%	-11%	-7%	-10%	14
COc1ccc(-c2noc(CSc3nnc(Cc4ccccc4)n3-c3ccc(Cl)cc3)n2)cc1	?	-2%	-13%	11%	14%	5%	-2
CC(=O)c1sc(Nc2nc(C)cc(C)n2)nc1C	-3%	2%	4%	-1%	-2%	-3%	/
Cc1cc(C(=O)CSc2nnc(-c3cccc(F)c3)n2N)c(C)n1Cc1ccc2c(c1)OCO2	-5%	5%	?	-13%	-5%	7%	-84*
CCc1ccc(-n2c(Cn3nc(C(F)(F)F)cc3C)n[nH]c2=S)cc1	3%	?	58%[activator]	-2%	3%	-2%	-21
